H9c2 TAG inh – reduces triacylglycerol accumulation in H9c2 cells | inhibition, % at 12.5 µM | Nile Red lipid (TAG) fluorescence; cells loaded with 200 µM oleic acid | 230,000 compounds, 0.66% hits;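 active = pattern-corrected inhibition of lipid staining of at least 50% with the nuclear-stain viability signal not falling by more than 50%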;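 note: 0% = DMSO wells and 100% = triacsin C control wells; some results filed as inactive read as strong as hits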
H9c2 TAG inh DAPI viability – further read-out of H9c2 TAG inh, marked with its call; DAPI nuclei signal change (viability), lower = more cytotoxic, %;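 whole-well DAPI fluorescence read on a plate reader as a viability signal; minus 50 percent equals half of cells still viable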
* hit, by the source's call. Only part of the results is shown, so the mix of outcomes need not match the whole.

| # | Compound | H9c2 TAG inh | H9c2 TAG inh DAPI viability |
| --- | --- | --- | --- |
| 1 | CC1(C(=O)Nc2ccc3[nH]ncc3c2)CCN1C(=O)C/C=C/c1ccccc1 (configuration not stated) | -4.7 | -1.8 |
| 2 | CC(C)c1csc(CN2CCC(n3nccc3NC(=O)Cc3ccccc3)CC2)n1 | 10.5 | 3.3 |
| 3 | CCc1cccc(NC(=O)C2CCCN(S(=O)(=O)c3c(C)[nH]c(=O)[nH]c3=O)C2)c1 (configuration not stated) | -0.4 | 7.3 |
| 4 | CN(C)c1ccc(C#Cc2ccc3cc(CCO)oc(=O)c3c2)cc1 | -29.8 | 59.2 |
| 5 | O=C(c1cccs1)N1N=C(c2ccccc2)CC1c1ccccc1O (configuration not stated) | -4.9 | -10.4 |
| 6 | NC(=O)c1c(C(F)(F)F)cc(-c2ccccc2)nc1NCCO | -7.8 | 2.6 |
| 7 | N#C/C(C(=O)NCc1ccccc1)=C1/N=C(NC(=O)c2ccco2)c2ccccc21 | 18.1 | -14.6 |
| 8 | O=[N+]([O-])c1ccccc1CSc1nnc2ccccn12 | 10.0 | -0.7 |
| 9 | NS(=O)(=O)c1ccc(CCNC(=O)CSc2nc3ccsc3c(=O)n2CC2CCC(C(=O)O)CC2)cc1 (configuration not stated) | 6.2 | -3.7 |
| 10 | CC1(C)Cc2cccc(OCC(=O)Nc3cc(C(F)(F)F)ccc3N3CCOCC3)c2O1 | 28.9 | -6.7 |
| 11 | O=C1N=c2ccccc2=C1c1sc(NS(=O)(=O)Cc2ccccc2)nc1O | 8.0 | -7.3 |
| 12 | CC1CC1C(=O)OCC(=O)NCc1ccccc1 (configuration not stated) | 2.6 | -5.4 |
| 13 | CCN(C(=O)CN1C(=S)NC(C)(C)CC1C)c1ccc(C)c(C)c1 (configuration not stated) | -30.9 | 14.9 |
| 14 | COCCN1Cc2cccc(C(=O)NCc3cccnc3)c2C1=O | -0.8 | 0.4 |
| 15 | C=CCOc1c(CNn2nnnc2N)cccc1OC | 0.2 | 1.7 |
| 16 | Cc1cccc(C(=O)Nc2sc(-c3ccccc3)cc2C(=O)O)c1 | 10.3 | -10.8 |
| 17 | COc1cc2c(cc1OC)C(C(=O)N1CCCC1)C(c1ccccc1F)N(C)C2=O (configuration not stated) | -0.9 | -3.8 |
| 18 | CC(C)C[C@H]1CN=C(N(C)C)N1CC1CCCC1 | -15.0 | 7.2 |
| 19 | CCN1CCSc2ccc(C(=O)NCc3cc(Br)ccc3OC)cc21 | -15.9 | 21.8 |
| 20 | COc1cccc(-c2noc(CCCC(=O)N3CCOCC3)n2)c1 | -4.5 | 2.0 |
| 21 | NC(=O)c1ccsc1NC(=O)c1cc(=O)c2ccccc2o1 | 5.7 | 8.7 |
| 22 | Cc1ccc(C)c(S(=O)(=O)Nc2ccc(O)c(C(=O)O)c2)c1 | -8.3 | 10.6 |
| 23 | CC(=O)N1CCC2(CC1)CC(=O)c1cc(OCC(=O)N3CCOCC3)ccc1O2 | 4.0 | 4.2 |
| 24 | CCCCn1c(N)c(N(CC(C)C)C(=O)CSc2ccc3c(c2)OCCO3)c(=O)[nH]c1=O | -5.6 | -7.2 |
| 25 | CCOc1ccc(C(=O)Nc2cc(=O)n(C)c(=O)n2C)cc1 | -67.4 | 4.4 |
| 26 | CCn1ncc([N+](=O)[O-])c1C(=O)Nc1ccc(C)c(C)c1 | -1.2 | -0.7 |
| 27 | COC(=O)c1ccc(=O)n(-c2ccc(OC)cc2)c1 | -17.4 | 3.7 |
| 28 | O=c1c(-c2ccco2)[n+]([O-])c2ccccc2n1OCc1ccccc1[N+](=O)[O-] | 1.0 | 4.4 |
| 29 | CN1CCN(NC(=O)c2cccs2)CC1 | 7.6 | -4.2 |
| 30 | O=C1CC2(CCN(C(=O)COc3ccc(F)cc3)CC2)Oc2ccccc21 | 21.4 | -14.6 |
| 31 | CCN1CCN(C(CNS(=O)(=O)c2ccc(OC)cc2)c2cccnc2)CC1 (configuration not stated) | 0.9 | 5.8 |
| 32 | Fc1ccccc1C1c2cccn2CCN1C(=S)Nc1cccc(Br)c1 (configuration not stated) | -11.3 | 0.9 |
| 33 | CCNc1nc(NC(C)C)nc(N(C#N)CC(=O)OC)n1 | -16.9 | 1.5 |
| 34 | CCOC(=O)[C@H]1[C@H]2COc3ccccc3[C@@H]2N2C(=O)c3ccc(Cl)cc3NC(=O)[C@@]12C | 3.0 | 0.2 |
| 35 | CC(OC(=O)c1cccc(S(=O)(=O)N(C)C)c1)C(=O)NCc1ccc2c(c1)OCO2 (configuration not stated) | -3.0 | 2.4 |
| 36 | O=C(O)c1ccc(N2C(=O)CCCC2=O)cc1 | 8.6 | -1.4 |
| 37 | CN(C(=O)c1cccc(NC(=O)Cc2ccc(NC(=O)C3CCN(C(=O)C4CCCC4)CC3)cc2)c1)C1CCCC1 | 7.9 | -5.1 |
| 38 | CCOC(=O)C1CCN(C(=O)/C=C/c2cccs2)CC1 | -1.9 | -13.6 |
| 39 | O=C(CSc1nncn1-c1ccccc1F)NC1CC1 | -5.5 | -11.5 |
| 40 | O=C(CN1CCN(Cc2ccccc2)CC1)Nc1ccc(N2CCOCC2)cc1 | -4.6 | 7.5 |
| 41 | S=c1[nH]nc(-c2ccco2)n1/N=C/c1cccc(Cl)c1Cl | -2.3 | -1.4 |
| 42 | CCCN1Cc2cccc(C(=O)Nc3ccc(OC)c(OC)c3)c2C1=O | -4.5 | 10.5 |
| 43 | COCCNC(=O)c1onc(CSc2cc(C)cc(C)c2)c1C(=O)O | -8.1 | -3.8 |
| 44 | CCN(Cc1ccncc1)C(=S)Nc1ccccc1C | -3.0 | 4.6 |
| 45 | CC(=O)c1ccc(N2CCN(C(=O)c3ccco3)C(C)C2)c(F)c1 (configuration not stated) | -2.0 | 4.4 |
| 46 | Cc1ccccc1N(CC(=O)N/N=C/c1ccc(N(C)C)cc1)C(=O)c1ccccc1 | 26.7 | 2.2 |
| 47 | C=CCOc1ccc(CNCCc2ccc(S(N)(=O)=O)cc2)cc1 | 2.3 | 8.7 |
| 48 | COC(=O)Cc1nnc(NC(=O)c2ccccc2)s1 | -11.7 | 14.4 |
| 49 | C[C@H](CO)N1C[C@H](C)[C@@H](CN(C)S(=O)(=O)c2ccc(F)cc2)Oc2c(NC(=O)Cc3ccccc3)cccc2C1=O | 12.3 | -1.3 |
| 50 | Cc1cccc(C)c1NC(=O)c1cc(S(=O)(=O)N2CCOCC2)cn1C | 3.7 | -5.2 |
| 51 | CCOC(=O)c1ccc(N=Cc2nc(-c3ccccc3)oc2OC(C)=O)cc1 | -13.0 | 10.3 |
| 52 | CN(C)/C=N/c1nc2nccc(-c3ccccc3)n2n1 | 12.3 | 21.1 |
| 53 | COc1ncnc2c1ncn2CCCN1CCN(c2ccccn2)CC1 | 0.6 | -3.1 |
| 54 | CCc1ccc2oc(=O)cc(CN3CCC(C)CC3)c2c1 | 26.2 | -1.7 |
| 55 | O=C(Nc1ccccc1)Nc1ccncc1 | -1.8 | 8.8 |
| 56 | COc1ccc(OC)c(N(CC(=O)Nc2ccc3c(c2)OCO3)S(=O)(=O)c2ccccc2)c1 | 6.0 | 0.7 |
| 57 | COC(=O)C1=C(C)C(c2ccc(OC)cc2)NC(=S)N1 (configuration not stated) | -23.1 | 4.5 |
| 58 | CCC(=O)N1CCC1(C)C(=O)Nc1cccc(OC)c1 (configuration not stated) | -5.5 | 6.0 |
| 59 | O=C(c1ccc(=O)[nH]n1)N1CCN(S(=O)(=O)c2ccc(C(F)(F)F)cc2)CC1 | 2.2 | -5.1 |
| 60 | FC(F)(F)c1cccc(OCCOCCn2cncn2)c1 | -10.1 | 4.3 |

Complete entries, quoted from the list:
O=C(Nc1ccccc1)Nc1ccncc1 is entered as H9c2 TAG inh: -1.8; H9c2 TAG inh DAPI viability: 8.8
CCc1ccc2oc(=O)cc(CN3CCC(C)CC3)c2c1 is entered as H9c2 TAG inh: 26.2; H9c2 TAG inh DAPI viability: -1.7
O=C(c1ccc(=O)[nH]n1)N1CCN(S(=O)(=O)c2ccc(C(F)(F)F)cc2)CC1 is entered as H9c2 TAG inh: 2.2; H9c2 TAG inh DAPI viability: -5.1

Additional structures follow:
| # | Compound | H9c2 TAG inh | H9c2 TAG inh DAPI viability |
| --- | --- | --- | --- |
| 61 | CC(=O)c1cnc2c(-c3ccc(Cl)cc3)cnn2c1C | 12.0 | -6.2 |
| 62 | COc1cccc(-c2cc(C(=O)O)c3cc4ccccc4cc3n2)c1OC | 15.2 | -3.1 |
| 63 | Nc1cc(S(=O)(=O)N2CCCCC2)ccc1N1CCCCC1 | -6.7 | 0.6 |
| 64 | CCOC(=O)c1c(C)[nH]c(O)c1C=Nc1ccc(C(F)(F)F)cc1 | 3.3 | -9.5 |
| 65 | O=C(c1ccc(CS(=O)(=O)c2c(Cl)cccc2Cl)o1)N1CCCC1 | -3.2 | 5.7 |
| 66 | CN(C)S(=O)(=O)c1ccc(C(=O)OCc2ccc([N+](=O)[O-])cc2)cc1 | 7.7 | -14.4 |
| 67 | Cc1ccccc1NP1(=O)OCCCN1Cc1ccccc1Cl (configuration not stated) | -13.1 | 17.3 |
| 68 | OC(c1ccccc1)C(CN1CCOCC1)c1ccccc1 (configuration not stated) | -10.5 | -2.9 |
| 69 | O=C(COC(=O)c1cc(S(=O)(=O)N2CCCCC2)ccc1Cl)NC1CCCCC1 | -9.8 | 6.2 |
| 70 | O=C(O)c1cccc(Nc2c3ccccc3nc3ccccc23)c1 | -14.5 | 8.1 |
| 71 | CN(CC(=O)Nc1c(Cl)cccc1Cl)C(=O)c1ccc2ccccc2n1 | 16.3 | -2.5 |
| 72 | Cc1ccc(CN2C(=O)C(C)Nc3ncnc(N4CCOCC4)c32)cc1 (configuration not stated) | 6.9 | -4.2 |
| 73 | CC1CC(C)CN(S(=O)(=O)c2ccc(C(=O)OCC(=O)NCCN3C(=O)CSC3=O)cc2)C1 (configuration not stated) | 4.2 | 2.8 |
| 74 | Cc1ccnc(NS(=O)(=O)c2ccc(NC(=O)C3CCCCC3C(=O)O)cc2)n1 (configuration not stated) | 0.6 | 10.1 |
| 75 | CCOc1ccccc1C1CC(c2ccc(Cl)cc2)Nc2nc(N)nn21 (configuration not stated) | 0.1 | 0.4 |
| 76 | Cc1cc(Cl)n2ncc(-c3ccccc3)c2n1 | 1.9 | -4.5 |
| 77 | CN(CC(=O)Nc1ccc(Cl)c(C(F)(F)F)c1)C(=O)c1cccc(N2C(=O)CCC2=O)c1 | 0.5 | -3.3 |
| 78 | CCCn1c(N)c(N(CCOC)C(=O)c2c(CC)noc2C)c(=O)[nH]c1=O | 3.7 | -3.2 |
| 79 | CCC(=O)c1ccc(OCc2cn(CC(=O)c3ccc(O)cc3)nn2)cc1 | -0.8 | -10.4 |
| 80 | C=CCNC(=O)C1COc2ccccc2O1 (configuration not stated) | 3.2 | -7.8 |
| 81 | CC1(OC(=O)CCc2ccccc2)C(=O)C=C2C=C(c3ccc(C#N)cc3)N(c3ccccc3)C=C2C1=O (configuration not stated) | 4.8 | -7.5 |
| 82 | COc1cccc(C(C)(O)c2nc(-c3csc4ccccc34)cs2)c1 (configuration not stated) | -33.8 | 9.9 |
| 83 | Cc1nnc(NC(=O)c2oc3ccccc3c2C)s1 | 5.4 | 7.9 |
| 84 | O=C(c1ccc(Cl)cc1[N+](=O)[O-])N1CCOCC1 | -7.0 | 7.7 |

Continued; the last three above are carried over.
| # | Compound | H9c2 TAG inh | H9c2 TAG inh DAPI viability |
| --- | --- | --- | --- |
| 82 | COc1cccc(C(C)(O)c2nc(-c3csc4ccccc34)cs2)c1 (configuration not stated) | -33.8 | 9.9 |
| 83 | Cc1nnc(NC(=O)c2oc3ccccc3c2C)s1 | 5.4 | 7.9 |
| 84 | O=C(c1ccc(Cl)cc1[N+](=O)[O-])N1CCOCC1 | -7.0 | 7.7 |
| 85 | O=C(Nc1ccc(S(=O)(=O)Nc2nccs2)cc1)C1CC(=O)N(c2ccccc2)C1 (configuration not stated) | -7.2 | 12.1 |
| 86 | N=c1ccn(Cc2ccccc2Cl)cc1 | -80.9 | -12.6 |
| 87 | COc1cccc(OCCCn2ccnc2)c1 | -5.9 | -1.2 |
| 88 | COCCN(C(=O)CSc1nc2ccccc2o1)c1c(N)n(Cc2ccccc2)c(=O)[nH]c1=O | 7.8 | 3.9 |
| 89 | Fc1ccc(OCc2nc(-c3ccncc3)n[nH]2)cc1 | -1.1 | -1.6 |
| 90 | COc1ccc(CN(C)CCCn2cnc(C(=O)Nc3ccc(C)c(C)c3)n2)cc1OC | -1.1 | 16.2 |

In the list so far, 2 have bromine.
| # | Compound | H9c2 TAG inh | H9c2 TAG inh DAPI viability |
| --- | --- | --- | --- |
| 19 | CCN1CCSc2ccc(C(=O)NCc3cc(Br)ccc3OC)cc21 | -15.9 | 21.8 |
| 32 | Fc1ccccc1C1c2cccn2CCN1C(=S)Nc1cccc(Br)c1 (configuration not stated) | -11.3 | 0.9 |

Some values from above:
Value for no. 86 in H9c2 TAG inh DAPI viability: -12.6
Value for no. 87 in H9c2 TAG inh: -5.9
Value for no. 88 in H9c2 TAG inh DAPI viability: 3.9
Value for no. 85 in H9c2 TAG inh DAPI viability: 12.1
Value for no. 89 in H9c2 TAG inh: -1.1
Value for no. 90 in H9c2 TAG inh DAPI viability: 16.2

Screening data as filed in PubChem.
